# DUSP3 inh – VHR1 phosphatase inhibitors, primary screen, biochemical, absorbance, uHTS. recombinant VHR phosphatase, pNPP absorbance. inhibition, % at 13.3 µM. 290,000 tested, 0.52% active. AID 1654, 2009; in the data active means inhibition above about 50%; further: some compounds called inactive have numbers as strong as hits
# Target sequence (P51452 whole entry, looked up): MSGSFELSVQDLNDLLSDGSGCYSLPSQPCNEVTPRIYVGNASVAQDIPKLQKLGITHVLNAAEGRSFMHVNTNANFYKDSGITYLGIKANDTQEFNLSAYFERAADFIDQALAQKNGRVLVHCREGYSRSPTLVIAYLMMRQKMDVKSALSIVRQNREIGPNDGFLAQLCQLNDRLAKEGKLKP
# BoNT A protease – BoNT/A light chain protease inhibitors, primary screen, biochemical, flow cytometry, MLPCN library. Botulinum neurotoxin type A light chain protease (Clostridium botulinum A str. ATCC 3502). multiplex microsphere protease substrate cleavage. inhibition, % at 10 µM. 360,000 tested, 0.17% active; further: plate controls were buffer without enzyme for full effect and enzyme alone for no effect
# Vc quorum ag – inducers of Vibrio cholerae quorum light production without autoinducers, primary screen, BH1578 luxS cqsA deficient, single point; 350,000 tested, 0.16% active; activation, % at 18.7 µM; V. cholerae BH1578 lux reporter, luminescence, 6 h; in the data active means activation mostly above about 9.7%, no sharp cut-off; inconclusive means no clear call, values can overlap the other calls; inactive means mostly below about 3.7%; further: not every result past the cut was called active; inactives centre near 0; reference of the scale not given here
# Yp Topo-I inh – Yersinia pestis topoisomerase I inhibitors, primary screen, biochemical, cleavage product accumulation, plate reader, single point; activity, % at 10 µM; AID 504884, 2011; 360,000 tested, 0.064% active; Y. pestis Topo-I cleavage product accumulation; in the data active means activity above about 50%, passing the limit was not always enough; inconclusive means no clear call, values can overlap the other calls; further: inactives centre near 2
# Anthrax LF prot – Bacillus anthracis LF protease inhibitors, primary screen, biochemical, multiplex microsphere, MLPCN library; Lethal factor (Bacillus anthracis), P15917; multiplex microsphere protease cleavage assay; inhibition, % at 10 µM; 360,000 tested, 0.12% active; AID 588501, 2011; further: plate controls were buffer without enzyme for full effect and enzyme alone for no effect
# Target sequence (P15917 whole entry, looked up): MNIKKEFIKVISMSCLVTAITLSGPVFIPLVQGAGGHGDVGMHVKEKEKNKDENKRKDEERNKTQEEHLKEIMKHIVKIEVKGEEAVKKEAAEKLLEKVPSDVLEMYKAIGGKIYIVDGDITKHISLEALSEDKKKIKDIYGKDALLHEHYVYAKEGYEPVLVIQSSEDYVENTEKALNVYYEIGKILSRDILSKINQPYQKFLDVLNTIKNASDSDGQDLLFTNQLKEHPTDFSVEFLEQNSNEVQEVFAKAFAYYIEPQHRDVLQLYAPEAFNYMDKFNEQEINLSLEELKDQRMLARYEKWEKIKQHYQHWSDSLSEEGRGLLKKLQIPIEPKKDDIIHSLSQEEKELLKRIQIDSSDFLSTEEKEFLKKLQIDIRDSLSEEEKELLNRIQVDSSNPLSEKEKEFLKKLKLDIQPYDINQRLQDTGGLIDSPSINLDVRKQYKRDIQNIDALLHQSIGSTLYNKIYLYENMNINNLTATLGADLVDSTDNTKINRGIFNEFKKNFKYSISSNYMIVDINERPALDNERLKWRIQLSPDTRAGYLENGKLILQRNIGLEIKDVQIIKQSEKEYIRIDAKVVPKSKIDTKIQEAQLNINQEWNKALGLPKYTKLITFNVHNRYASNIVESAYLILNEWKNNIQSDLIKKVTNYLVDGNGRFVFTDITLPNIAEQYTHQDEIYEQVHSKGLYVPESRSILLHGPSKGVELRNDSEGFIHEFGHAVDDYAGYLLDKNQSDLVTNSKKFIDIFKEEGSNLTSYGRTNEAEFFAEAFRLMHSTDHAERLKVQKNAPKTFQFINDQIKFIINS
# SSB-PriA inh – inhibitors of Klebsiella pneumoniae PriA binding to SSB C-terminal tail, primary screen, biochemical, AlphaScreen | PriA–SSB C-terminal tail interaction (Klebsiella pneumoniae) | AlphaScreen SSBct-PriA binding, biotinylated peptide | inhibition, % at 33 µM | 430,000 tested, 0.6% active | AID 1272365, 2023; in the data active means inhibition mostly above about 37%, no sharp cut-off; inactive means mostly below about 20%;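 further: plate controls were negative control peptide for no effect and reference peptide for full effect; strong numbers were not always called active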
# 3CLpro inhibitor – SARS-CoV 3CLpro protease inhibitors, primary screen, biochemical, quenched FRET. Replicase polyprotein 1ab (Severe acute respiratory syndrome coronavirus), P0C6X7. recombinant SARS-CoV 3CLpro, quenched FRET peptide cleavage. inhibition, % at 6 µM. 290,000 tested, 0.14% active. AID 1706, 2009; in the data active means inhibition above about 12%
# TcdB GH inh – TcdB glycohydrolase inhibitors, primary screen, biochemical, single point, plate reader | inhibition, % at 9.99 µM | TcdB glycohydrolase enzymatic assay | 350,000 tested, 0.24% active | Toxin B (Clostridioides difficile), P18177; in the data active means inhibition above about 10%
# CCHF vOTU inh – CCHFV vOTU protease inhibitors, primary screen, biochemical, Pep-AMC substrate, fluorescence; inhibition, % at 11.5 µM; 370,000 tested, 0.55% active; in the data active means inhibition above about 30%; further: 0% = vehicle wells with enzyme and 100% = no enzyme wells
# PfHsp40 rescue – rescue of yeast from PfHsp40 toxicity, primary screen, S. cerevisiae, ATP luminescence; 340,000 tested, 0.68% active; S. cerevisiae expressing PfHsp40, growth rescue; growth rescue, % at 12.5 µM; in the data active means growth rescue above about 28%, passing the limit was not always enough; inconclusive means no clear call, values can overlap the other calls;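 further: yeast W303a lacking pdr1 and pdr3 grown in galactose medium; growth measured after three days at 30 °C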
# The depositor's hits bear a star; i = inactive; ? = inconclusive; · = no result given; & = joins results of further samples. Unless noted, no stated cut-off is given here; in the data, active means inhibition above about 30%; inconclusive means no clear call, values can overlap the other calls; inactive means below that. This is a subset; count on the stated rates, not on these rows.
SMILES,DUSP3 inh,BoNT A protease,Vc quorum ag,Yp Topo-I inh,Anthrax LF prot,SSB-PriA inh,3CLpro inhibitor,TcdB GH inh,CCHF vOTU inh,PfHsp40 rescue
O=C(c1cc2nc(-c3ccco3)cc(C(F)(F)F)n2n1)N1CCCc2ccccc21,4,1.1,·,-1,-10,-11,2,·,4,1.0
CCOc1ccc(C(=O)C(C)OC(=O)c2cnc(C)cn2)cc1 (configuration not stated),·,-1.3,i,-10,-1,-11,·,2.0,-10,-0.8
CN(C)C(CNC(=O)CSc1nnc(-c2ccco2)o1)c1ccccc1 (configuration not stated),·,-0.7,-0.3,-11,11,-8,-3,·,-8,-0.9
CC1CN(CC(=O)NCc2ccccc2)CC(C)O1 (configuration not stated),6,-1.9,i,-7,-6,5,2,0.9,-13,1.3
COc1ccc(-n2c(=S)[nH]c3cc(C(=O)O)ccc3c2=O)cc1,14,0.8,-1.4,-1,-1,-1,1,-0.2,-4,0.1
CC(C)=C[C@H]1C[C@H](C)[C@H]2CC[C@H](C)c3c(O[C@@H]4OC[C@@H](O)[C@H](O)C4O)c(O)c(C)c1c32 (some centres not stated),·,-0.3,-1.2,6,0,14,·,1.0,15,3.0
O=C(NCc1ccccc1)OC1CC2CC1[C@H]1CCCCN1C2=O (some centres not stated),·,-0.3,·,·,-2,·,·,-1.0,10,·
COc1ccc(OCC(=O)Nc2ccc3c(c2)nc(CCNC(C)=O)n3C)cc1,36,-3.3,i,5,-5,-9,-5,0.8,1,-2.1
CC(=O)N(C)c1ccc(N=Nc2c(C)[nH]n(C(N)=S)c2=O)cc1,16,0.0,-0.2,-2,-2,10,0,0.9,12,-0.7
O=C1NC(Cc2ccc(O)cc2)c2nc3ccc(F)cc3c(=O)n2-c2ncccc21 (configuration not stated),·,-0.5,-0.5,0,-1,·,·,1.3,-6,·
Cc1cn(-c2cc(C(=O)Nc3ccc(C)c(NC(=O)C(=O)c4c[nH]c5ccccc45)c3)cc(C(F)(F)F)c2)cn1,45,-0.3&-0.6,-2.3&-0.4,-9&-12,-6&2,12,·,0.9&0.3,0&-3,-0.6
CCCc1cc(C(=O)NCCc2ccc(OC)c(OC)c2)no1,17,-0.8,i,3,1,-7,-7,-2.4,-1,-0.4
COc1ccc(C[C@H]2c3cc(O)c(OC)cc3CC[N+]2(C)[O-])cc1O (some centres not stated),19,0.6,-0.6,-9,-12,3,·,0.4,-2,0.5
O=C(COC(=O)Cc1cn2ccsc2n1)Nc1nc2ccccc2s1,6,2.8,-1.0,3,-5,-6,7,·,2,0.9
COc1ccc(NC(=O)[C@@H]2CCCN2S(=O)(=O)c2cccc3cccnc23)cc1,·,0.2,i,1,-6,-2,·,0.8,0,-2.7
C[C@H]1CN=C(N(C)C)N1CCc1ccccc1,·,-0.4,i,4,-3,-10,·,-1.1,-5,-1.8
O=C(Cc1c(F)cccc1Cl)Nc1ccccc1C(=O)N1CCCCC1,·,?,-0.9,4,?,-3,·,0.4,5,5.6
CCOC(=O)C1=NNC2(c3ccc(C)cc3)C(=O)N(c3ccc(Cl)cc3)C(=O)C12 (configuration not stated),3,0.5,-0.2,4,-3,-7,0,1.0,4,2.8
CC(OC(=O)Cc1n[nH]c(=O)c2ccccc12)C(=O)Nc1ccc(S(N)(=O)=O)cc1 (configuration not stated),·,·,0.0,-3,·,-6,·,2.4,-8,0.8
C=CCn1c(COc2ccccc2F)nnc1SCC(=O)N1CC(=O)Nc2ccccc21,-2,0.9,-3.0,22,-1,0,-4,·,-2,0.1
CCCNC(=O)C1(C)CCN(Cc2ccc(OC)c3ccccc23)C1 (configuration not stated),·,-0.2,-1.2,9,4,·,·,1.4,11,·
O=C(NCc1ccccn1)C(=O)NCC1OCCN1S(=O)(=O)c1ccc(Cl)cc1 (configuration not stated),5,-1.0,-0.1,-8,1,-4,-1,1.4,-9,-1.7
COc1ccc(-c2nn(-c3ccccc3)cc2C(=O)N2CCOCC2)cc1,8,1.4,-7.1,10,-3,-13,2,·,8,-1.2
COc1ccc(C(C)=O)cc1CSc1nc(C)cc(C)n1,6,-0.5,-0.8,16,4,-11,3,-1.7,3,-0.4
Cc1ccc(S(=O)(=O)C(C#N)c2nc3ccccc3nc2N2CCCC2)cc1 (configuration not stated),-1,18,i,8,10,0,-2,·,-27,1.3
COc1cc(/C=N/NC(=O)c2ccncc2)ccc1OC(=O)c1cc(OC)c(OC)c(OC)c1,26,0.3,-6.2,21,1,·,-3,0.7,-1,-0.9
O=C(Nc1ccnn1C1CCN(C/C=C/c2ccc(F)cc2)CC1)C1CCCC1,10,0.6,-0.4,6,-2,1,0,0.1,4,-1.2
CN(CCCN1CCCCC1)C(=O)c1cc(COc2ccc(F)cc2F)on1,-9,0.9,i,-3,0,-9,-3,1.9,6,0.6
CCCCc1cc(=O)oc2c(CN3CCN(C)CC3)c(O)ccc12,5,-0.4,i,5,4,-5,1,0.5,-366,-1.1
CN1CCC23c4ccccc4NC1C21CCN(C)C3Nc2ccccc21,·,-0.6,-0.4,4,-8,-1,·,-0.5,-3,-2.6
CCOC(=O)Cc1csc(NC(=O)c2ccc3ncsc3c2)n1,14,-2.1,-0.3,5,-1,5&-7,0,1.4,12,2.4
COc1cccc(CNCCO)c1OCc1ccccc1,29,-0.7,-0.4,39,2,-12,5,1.0,15,0.6
CSc1ncccc1C(=O)OCC(=O)Nc1cc(C(F)(F)F)ccc1N1CCOCC1,17,0.0,i,21,-7,-7,-2,·,13,7.0
O=[N+]([O-])c1ccc(/C=N/Nc2ncccc2[N+](=O)[O-])s1,·,-6.5,-0.7,-4,9,·,·,0.9,-17,0.5
CC(C)OC(=O)c1cc2c(ccn2C)n1CC(=O)N(Cc1ccccc1)c1ccc(F)cc1,8,-0.7,-0.2,49,0,15,-1,·,29,-0.6
O=C(Oc1cccc(NC(=O)c2ccco2)c1)c1cccc(S(=O)(=O)N2CCCCC2)c1,10,0.9,-1.3,2,-1,-8,3,·,11,3.1
CN(C)C(=O)c1ccc(NC(=O)c2ccccc2SCC(=O)N2CCCC2)cc1,·,-2.9,0.3,-5,-5,-11,·,2.4,9,-1.3
COc1ccc(C(=O)/C(C#N)=N/Nc2ccc([N+](=O)[O-])cc2)cc1,71*,-3.7,i,1,2,·,3,1.4,-7,0.7
Cc1cc(C)n(CC(=O)Nc2ccc3c(c2)OCO3)c(=O)c1C#N,·,·,-0.3,2,·,0&-10,·,1.4,0,-0.5
O=C(N/C(=C/c1cn(-c2ccccc2)nc1-c1ccccc1)C(=O)N1CCOCC1)c1ccc(Cl)cc1Cl,0,-0.8,i,-3,-1,-6,-4,·,-15,-0.6
C=C[C@@H]1c2cc(C)ccc2N(S(=O)(=O)c2ccc(C)cc2)[C@H](c2ccccc2)C1(C#N)S(=O)(=O)c1ccccc1 (some centres not stated),·,0.0,-5.0,2,-2,5,·,·,0,1.2
CCOc1ccccc1C(=O)Nc1nnc(C(C)C)s1,8,-0.1,-0.1,-2,-8,3&-20,0,1.8,5,0.2
CS/C(=N\NC(N)=O)c1ccccc1,-11,1.4,0.0,-4,-1,·,-2,·,-13,-0.4
CN1C(=O)C(C)(C)c2cc(S(=O)(=O)N3CCC(C(=O)NCc4ccc(Cl)cc4)CC3)ccc21,2,-0.3,-0.2,25,-2,-9,-4,0.6,13,1.2
O=C(c1cc(-c2ccccc2O)on1)N1CCCCCC1,19,2.5,-4.5,6,0,-4,-1,2.1,1,-2.1
COC(=O)C1=CO[C@H](C)[C@H]2CN3CC[C@@]4(C(=O)Nc5ccccc54)[C@@H]3C[C@H]12,·,0.6,-0.5,2,-5,-11,·,-0.1,-1,-0.5
O=C(OCc1nnc(-c2ccccc2)o1)c1cn(-c2ccccc2)nc1-c1ccccc1,28,0.3,i,23,-5,0,2,·,8,-0.1
Cc1ccc(C(C(=O)NCC2CCCO2)N(C(=O)c2snc(C(N)=O)c2N)c2ccc(C)c(C)c2)o1 (configuration not stated),14,-4.9,i,10,4,-11,7,1.8,7,0.5
Cc1c(C(=O)NCc2ccc(C(F)(F)F)cc2)sc(=O)n1Cc1cccc(F)c1,·,0.5,-0.5,20,-7,·,·,0.8,11,·
Cc1cc(C)cc(NC(=O)C/C(N)=N/O)c1,14,0.3,i,9,-2,·,0,·,-7,0.3

# Next part.
SMILES,DUSP3 inh,BoNT A protease,Vc quorum ag,Yp Topo-I inh,Anthrax LF prot,SSB-PriA inh,3CLpro inhibitor,TcdB GH inh,CCHF vOTU inh,PfHsp40 rescue
Cc1ccc(-c2ccc(=O)n(CCC(=O)N3CCC4(CC3)OCCO4)n2)cc1,-1,-1.1,i,0,-3,-8,2,-0.8,10,0.4
COc1cc(/C=C2\SC(=O)N(Cc3ccc(F)cc3)C2=O)cc([N+](=O)[O-])c1O,66,0.7,-0.6,-8,0,13,0,0.5,7,-1.4
Cc1cccc(C2N(c3nccs3)C(=O)C3CCCN32)c1 (configuration not stated),22,0.2,i,3,4,0,-3,·,2,-0.5
O=C(Nc1ccc2nc(-c3ccccn3)c(-c3ccccn3)nc2c1)N1CCOCC1,29,0.6,-0.7,7,1,13,2,0.9,-45,-0.6
Cc1cccc(/C=N/c2sc3c(c2C#N)CCN(Cc2ccccc2)C3)c1O,7,13,0.0,-7,2,·,6,·,-5,-1.1
CCOC(=O)c1c(C)n(C)c2ccc(OC)c(NC(=O)CN3CCC(C(=O)OCC)CC3)c12,16,?,-0.3,-2,-10,-7,7,1.3,-8,1.1
C=C1C(=O)O[C@@]23[C@H]1CC[C@@H](C)[C@@H]2CC[C@@]1(C)O[C@@H]31,·,0.6,0.5,-8,9,3,·,·,·,-0.3
O=S(=O)(Nc1ccccc1Cl)c1ccc(F)cc1,-9,0.1,i,-6,-2,-24,-4,·,-6,-0.5
CCn1c(CCn2c3ccccc3c3ccccc32)n[nH]c1=S,-8,-0.3,0.1,-1,-5,7,-3,·,-12,1.0
O=C(c1cccc([N+](=O)[O-])c1)c1ccc2c(c1)OCCOCCOCCOCCO2,-13,-0.2,-0.6,-11,-8,-4,0,1.6,-14,·
Cc1cccc2cc(CN(CCN3CCCC3)C(=O)NC3CCCCC3)c(=O)[nH]c12,-18,0.5,i,2,9,-6,5,·,-10,-1.7
O=C(N/N=C/c1ccccc1C(=O)O)c1ccc(COc2cccc3cccnc23)cc1,40,-0.1,-0.7,11,3,·,6,-0.2,7,2.1
Cc1cc(F)ccc1S(=O)(=O)N1CCCOC1CNC(=O)C(=O)NC1CC1 (configuration not stated),-25,5.2,i,0,0,12,-2,3.0,-8,0.0
CCCCn1c(N)c(N(CC)C(=O)Cc2ccc(S(=O)(=O)N3CCOCC3)s2)c(=O)[nH]c1=O,·,3.4,i,-8,?,2,·,1.2,-1,-0.1
Cc1ccc(S(=O)(=O)N(C)c2ccc(C(=O)Nc3ccccn3)cc2)cc1,·,·,i,2,·,5,·,3.0,12,1.1

# Looked up by structure from above, 2 records:
SMILES,DUSP3 inh,BoNT A protease,Vc quorum ag,Yp Topo-I inh,Anthrax LF prot,SSB-PriA inh,3CLpro inhibitor,TcdB GH inh,CCHF vOTU inh,PfHsp40 rescue
COc1ccc(C(=O)/C(C#N)=N/Nc2ccc([N+](=O)[O-])cc2)cc1,71*,-3.7,i,1,2,·,3,1.4,-7,0.7
O=C(N/N=C/c1ccccc1C(=O)O)c1ccc(COc2cccc3cccnc23)cc1,40,-0.1,-0.7,11,3,·,6,-0.2,7,2.1

# Source: PubChem BioAssay
